# Source: PubChem BioAssay
# AI-2 QS mod: modulates the Vibrio harveyi AI-2 quorum sensing system | Vibrio harveyi JMH597 AI-2 luminescence/OD600 ratio, 9 h; stronger effect = lower value; strain lacks LuxN and CqsS sensors; 0 = neutral-control median | activity change, % at 7.5 µM | 300,000 compounds, 0.4% hits; in the data active = activity change below about -75%, passing the limit was not always enough;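 note: luminescence divided by OD600 gain over 9 h not by final OD600 alone; inactives centre near 13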
# IEC-6 cytotox: counter-screen for KLF5 inhibitors: cytotoxicity in IEC-6 cells; IEC-6 cytotoxicity, luminescence viability; inhibition, % at 5 µM; 290,000 compounds, 0.78% hits; AID 1825; in the data active = inhibition above about 22%;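 note: 0% = plate median of test compound wells and 100% = cytotoxic reference compound wells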
# HSF1 activator: increases HSF-1 driven luciferase reporter signal; activation, % at 9 µM; NIH3T3-HGL HSF-1 luciferase reporter, MG132, 8 h; 100% = twice DMSO control signal; AID 504408; 300,000 compounds, 1.7% hits;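 active = mean replicate activation of at least 50% with a set share of replicates each reaching 50%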;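 note: 0% = median of the neutral control wells and 100% = twice that signal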
# HIF act: HIF pathway transcriptional activation | 300,000 compounds, 0.32% hits | U2OS HRE-luciferase reporter, luminescence; normalized: DMSO 0%, desferrioxamine 100% | activation, % at 7.5 µM (by protocol);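 active = mean activation of at least 10% of the iron chelator positive control signal, with at least half of replicates also reaching 10%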
# aSyn UTR inh: MLPCN primary screen, SNCA 5' untranslated region. alpha-synuclein 5'UTR reporter, inhibitor activity. inhibition, % (tested at 7.5 µM). 300,000 compounds, 0.82% hits; in the data active = inhibition above about 60%;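 note: H4 neuroglioblastoma cells stably carrying SNCA 5'UTR luciferase fusion; 0% = DMSO wells and 100% = positive control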
# GSK3beta inhib: human GSK3beta kinase inhibition | activity score (negative = inhibition), % at 10 µM | P49841 | GST-GSK3beta kinase, ADP-Glo luminescence, 60 min; stronger effect = lower value | 300,000 compounds, 0.038% hits;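 active = more than half of replicate wells score below -50%, meaning over 50% inhibition versus plate controls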;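 note: 0% = median DMSO wells and -100% = median GW8510 positive control wells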
# Target sequence (P49841 whole entry, looked up): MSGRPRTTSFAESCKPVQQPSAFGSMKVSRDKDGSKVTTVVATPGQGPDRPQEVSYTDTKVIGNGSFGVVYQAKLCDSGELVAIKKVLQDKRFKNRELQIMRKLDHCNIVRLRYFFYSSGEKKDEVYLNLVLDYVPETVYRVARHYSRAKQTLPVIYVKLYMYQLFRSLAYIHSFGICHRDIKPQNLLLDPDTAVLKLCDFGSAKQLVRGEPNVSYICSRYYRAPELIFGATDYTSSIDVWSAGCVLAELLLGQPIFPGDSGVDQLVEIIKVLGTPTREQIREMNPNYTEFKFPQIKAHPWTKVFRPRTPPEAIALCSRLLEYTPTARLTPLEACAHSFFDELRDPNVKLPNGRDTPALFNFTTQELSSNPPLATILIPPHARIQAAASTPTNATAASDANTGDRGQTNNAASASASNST
#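 Test system: GST-fused GSK3beta enzyme, cell-free | Quantity: 1.6 ng GST-GSK3beta enzyme per well | Reagent: 25 µM ATP with peptide substrate | Schedule: 60 min enzyme reaction, room temperature | Signal: Luminescent ADP-Glo measurement of ADP formed | Read-out basis: Score relative to plate controls | Control set: DMSO and 20 µM GW8510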
# HSF1 inhib: HSF1 inhibition; NIH3T3-HGL HSE-luciferase, MG132-induced, luminescence 8 h; stronger effect = lower value; 300,000 compounds, 0.77% hits; activity change, negative = inhibition, % at 7.5 µM (by protocol);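 active = more than half of replicate wells show activity change below -50%, luminescence cut by over half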;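 note: luciferase reports HSF-1 transcriptional activity via heat shock element; 0% = median of DMSO wells and -100% = zero luminescence signal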
# HSP90 inh: inhibitors of HSP90 luciferase refolding in rabbit reticulocyte lysate | luciferase refolding luminescence, 3 h | inhibition, % at 5.6 µM | 290,000 compounds, 0.91% hits;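 active = inhibition above the screen-wide mean plus 3 SD, computed separately per campaign, cut at about 16% in these data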;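 note: 0% = DMSO wells and 100% = 60 µM geldanamycin wells; inhibitors lower the luminescence because luciferase stays unfolded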
# GSK3A inh: inhibitors of human GSK-3 alpha kinase; P49840; ADP-Glo luminescence, 60 min; inhibition, % at 10 µM; 320,000 compounds, 0.1% hits;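 in the data active = inhibition above about 50%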;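 note: GST-tagged GSK-3 alpha with peptide substrate and 25 µM ATP; 0% = DMSO neutral wells and 100% = GW8510 positive control wells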
# Target sequence (P49840 whole entry, looked up): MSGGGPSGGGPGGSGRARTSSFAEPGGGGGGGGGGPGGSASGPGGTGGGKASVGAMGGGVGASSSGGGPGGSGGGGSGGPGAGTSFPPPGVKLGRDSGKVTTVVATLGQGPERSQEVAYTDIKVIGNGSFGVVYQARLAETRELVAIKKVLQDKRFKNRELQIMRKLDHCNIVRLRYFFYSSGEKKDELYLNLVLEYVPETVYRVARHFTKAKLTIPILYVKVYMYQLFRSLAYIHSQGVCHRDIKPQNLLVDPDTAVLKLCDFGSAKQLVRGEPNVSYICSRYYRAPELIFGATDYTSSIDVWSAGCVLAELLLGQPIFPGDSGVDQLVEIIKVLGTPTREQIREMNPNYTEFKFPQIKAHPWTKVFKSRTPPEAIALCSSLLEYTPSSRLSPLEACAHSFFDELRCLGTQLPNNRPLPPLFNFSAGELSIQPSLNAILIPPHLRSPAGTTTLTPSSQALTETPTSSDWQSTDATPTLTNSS
# KLF5 inhibitor: kruppel-like factor 5 inhibition | DLD-1 KLF5 promoter-luciferase reporter, luminescence | inhibition, % at 5 µM | 290,000 compounds, 0.23% hits | AID 1700;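 active = inhibition above a per-plate limit of that plate's mean compound inhibition plus 3 SD, cut at about 60% in these data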;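 note: 0% = DMSO wells and 100% = LY294002 at 200 µM; higher means less KLF5 promoter-driven luciferase light; inactives centre near -14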
# * = called active by the depositor; x = no result given. Random draw from the library. About 4.7% of those tested had a hit in this group.
SMILES,AI-2 QS mod,IEC-6 cytotox,HSF1 activator,HIF act,aSyn UTR inh,GSK3beta inhib,HSF1 inhib,HSP90 inh,GSK3A inh,KLF5 inhibitor
CCCCN(C(=O)c1ccc2c(c1)S(=O)(=O)N=C1CCCCCN12)c1c(N)n(CCCC)c(=O)[nH]c1=O,x,x,5,-0.3,-3,x,3,x,-1,x
COc1ccc(CNc2ncnc(N)n2)cc1,0,3,35,0.0,-10,-3,0,1,0,-29
CC(=O)N1c2ccc(S(=O)(=O)N(C)CC(=O)Nc3cccc(C)c3)cc2CC1C (centres undefined),-2,-4,17,-0.1,-11,2,0,-4,0,-13
CCN(CC)C(=O)Cn1cnc2c1c(=O)n(C)c(=O)n2C,21,-2,-14,-0.2,23,-1,-2,1,1,1
COc1cc(NS(=O)(=O)c2ccc(NC(=O)/C(=C\c3ccccc3OC)NC(=O)c3ccccc3)cc2)nc(OC)n1,-4,1,28,-1.5,11,0,8,1,-3,-42
CC(C)c1ccccc1NC(=O)CCc1nc2ccccc2s1,19,0,-8,0.2,-7,5,1,3,1,7
O=C(NCc1nnc(SCC(=O)N2CCN(c3ccccc3)CC2)o1)c1c(F)cccc1Cl,15,0,0,-0.2,3,-3,-3,-1,0,-1
CCOc1ccc(C(=S)N2CCCC2)cc1OCC,7,-7,-9,0.5,36,-1,-9,-9,-1,-27
CCCc1cc(C(N)=O)c(NC(=O)c2ccco2)s1,19,-2,30,1.3,-46,2,13,-3,-12,-20
Cc1ccc(NC(=O)C(=O)NCCN2CCN(C(=S)Nc3ccccc3)CC2)cc1,15,-3,14,0.2,7,-1,-2,3,0,-35
O=C(c1ccc2c(c1)OCO2)C1CCCN(Cc2cn[nH]c2-c2cccc(F)c2)C1 (centres undefined),12,-1,5,0.1,8,-4,0,0,5,-3
COc1ccc(C(=O)Nc2cccc3ccccc23)cc1,4,-1,19,3.7,-138,5,13,-2,-2,-81
CN(C)CCOc1cccc(Br)c1,5,-4,3,-0.3,0,-1,-1,0,-3,-18
CN1CCN(CCC(=O)Nc2cccc(Br)c2)CC1,x,-6,-2,-0.4,11,-2,-3,0,-2,5
O=C(CSc1nc2ccccc2[nH]1)NCc1ccccc1,-3,0,10,3.0,-44,-9,9,14,11,-90

# 3 compounds from above, ordered by the value under AI-2 QS mod, low to high.
compound | AI-2 QS mod
CN(C)CCOc1cccc(Br)c1 | 5
CC(C)c1ccccc1NC(=O)CCc1nc2ccccc2s1 | 19
CCN(CC)C(=O)Cn1cnc2c1c(=O)n(C)c(=O)n2C | 21

# (listing goes on)
SMILES,AI-2 QS mod,IEC-6 cytotox,HSF1 activator,HIF act,aSyn UTR inh,GSK3beta inhib,HSF1 inhib,HSP90 inh,GSK3A inh,KLF5 inhibitor
CCN(CC)CCNc1nc(-c2ccc(OC)cc2)c(-c2ccc(OC)cc2)s1,-7,-4,27,0.1,-14,0,5,1,3,-22
Cc1c(C(=O)OCC(=O)Nc2ccc(C(=O)N(C)C)cc2)oc2ccccc12,20,-1,16,-0.3,12,-1,-1,-4,-2,-32
COc1ccc(Br)cc1/C=N/Nc1ccccn1,22,2,1,1.1,-5,-7,-3,-5,0,-29
COc1ccc(-c2cc(C(F)(F)F)n3nc(C(=O)O)cc3n2)cc1OC,28,0,2,-0.4,-20,1,3,-3,11,-28
CCOc1ccc(N(CC(=O)N2CCCCCC2)S(C)(=O)=O)cc1,-3,2,15,-0.4,-3,3,-4,1,-5,-25
CC(C)CCN(CCC(C)C)C(=O)Cc1c(O)c2ccccc2[nH]c1=O,0,3,53*,-0.3,15,-2,22,2,0,-8
S=c1[nH]c2cnccc2n1Cc1ccccc1,-13,2,14,0.3,3,1,0,1,-2,-37
Cc1ccccc1Nc1nn2c(=O)c3ccccc3nc2s1,16,-4,41,3.2,-155,4,24,-1,0,1
C=CCOC(=O)C1=C(C)OC(N)=C(C#N)C1c1ccco1 (centres undefined),-9,-1,27,0.2,-25,1,4,-3,0,-9
O=C(Oc1ccc2c(c1)OCO2)c1ccc(Br)c(S(=O)(=O)N2CCOCC2)c1,x,5,-3,-0.2,15,x,-1,6,-1,-21
CCCOc1ccc(-c2nc(OCC)c3ccccc3n2)cc1,-9,2,15,1.5,-54,-1,10,1,-2,-24
COc1ccc(-c2c(C)c3cc(O)ccc3oc2=O)cc1,13,-5,6,1.3,-27,-8,7,-3,3,-61
CCN(Cc1ccccc1)S(=O)(=O)c1ccc(S(=O)(=O)N(Cc2ccccn2)Cc2ccco2)cc1,x,0,-10,0.1,15,x,7,-2,2,-13
O=C1N(C2CCCC2)C[C@@H]2C[C@@H](c3cccn3-c3ccccn3)N3CCC[C@@]123,18,2,3,-0.1,17,-1,5,1,-1,-33
COc1ccc(CCNC(=O)CSc2ncn[nH]2)cc1,45,-2,-8,0.1,10,2,-11,2,x,-14
O=C1CC(c2ccccc2)n2nc(NC(=O)c3ccccc3)nc2N1 (centres undefined),42,-5,64*,-0.2,14,0,13,-2,0,-45
CCn1c(=O)n(CC)c2cc(N3CCCC3)c(NC(=O)c3cccc(Cl)c3)cc21,-4,2,-40,-0.3,28,1,-19,2,9,-2
CC(C)(C)OC(=O)N1CCC(CNC(=O)Nc2ccccc2)CC1,17,-4,12,0.6,-22,1,2,-5,-1,-36
Cc1ccc(C2=NC3(CCCCC3)N=C2SCC(=O)Nc2ccc3c(c2)OCCO3)cc1,24,-3,9,0.0,-3,-3,11,5,x,-7
O=C(COC(=O)Cc1ccc(Cl)cc1)Nc1ccccc1-c1ccccc1,12,-8,-5,0.0,-31,-2,6,2,-3,1
COc1ccc(OCc2cc(C(=O)NC3Cc4ccccc4C3)no2)c(Cl)c1,-19,6,6,0.7,27,-1,-4,1,1,59
CC1CCN(CCCNC(=O)c2ccc(CSCc3cccc(Cl)c3)o2)CC1,11,-2,13,-0.2,-6,-3,1,2,2,-26
COc1ccc(C(=O)N(Cc2ccco2)Cc2cccs2)c(O)c1,26,5,8,-0.1,4,3,16,4,3,-9
COc1cccc(CN2CCN(Cc3ccc4cccc(F)c4n3)CC2CCO)c1 (centres undefined),10,1,0,-1.1,20,0,0,-4,-1,-27
O=C(Nc1ccccc1)c1ccc(NC(=O)c2cccs2)cc1,4,6,-1,1.2,-107,-4,-9,2,0,-125
Cc1cc(NC(=O)c2ccc(F)cc2)no1,6,-3,28,2.1,-79,3,10,-2,-3,-54
CN1CCN(CC(O)(c2ccc(Cl)cc2)c2ccc(Cl)cc2)CC1,39,1,33,-0.2,-5,-2,8,4,11,27
CCOC(=O)Cc1csc(NC(=O)NC2(C(F)(F)F)Oc3ccccc3O2)n1,28,-2,38,-0.4,-34,2,10,-3,x,-39
CN(Cc1ccccc1)C(=O)c1cc(-c2ccc(Br)cc2)on1,20,-1,62*,2.1,-55,0,18,1,-1,-31
COc1ccc(C(=O)N/N=C/c2ccc(OC)c(COc3c(F)c(F)cc(F)c3F)c2)cc1,31,10,x,x,x,-15,x,1,x,20
N=c1c2c3c(sc2ncn1CCCN1CCOCC1)CCCCC3,5,1,0,-0.3,-24,-3,1,-2,10,-3
CCC(=O)Nc1cccc(C(=O)N(Cc2ccccc2)Cc2ccccc2)c1,19,-3,9,-0.8,19,4,10,0,-2,-14
CC1CC(C)CN(C(=O)C(C)N(C)CC(=O)Nc2ccc(Cl)cc2)C1 (centres undefined),35,1,3,-0.1,7,1,-5,5,-2,-11
CCOc1cc(CNn2cnnc2)ccc1OCC(=O)NC1CCCCC1,24,2,-6,0.1,-14,3,-2,-4,0,-15
O=C1c2ccccc2S(=O)(=O)c2cc(N3CCOCC3)ccc21,5,x,31,0.9,76*,-4,14,x,-1,x
CCOc1nc(-c2ccccc2)c2cc(Br)ccc2n1,11,0,-2,-7.3,40,-1,-2,0,-1,3
O=C(NC1CCCCC1)c1nn2c(C(F)(F)F)cc(-c3ccco3)nc2c1Br,14,-2,-11,-0.1,21,1,-6,-1,3,14
COc1cccc(C(=O)NC2CC3CCCC(C2)N3CC(=O)Nc2ccc(N(C)C)cc2)c1 (centres undefined),17,1,-16,-0.1,18,2,-8,2,-4,-13
COc1ccc(S(=O)(=O)CCC(=O)N2CCN(c3ccccc3F)CC2)cc1,19,-1,-8,0.0,11,-4,-5,0,x,-38
CC(C)CNC(=O)c1cccc(NC(=O)COc2cccc([N+](=O)[O-])c2)c1,30,-3,2,-0.1,-1,-4,0,-1,x,-25
O=C(NCCN1CCN(C(=O)c2ccc(F)cc2)CC1)c1ccc(F)cc1,6,1,11,0.4,1,1,-4,-4,1,-4
Cc1nnc(-c2cccc(Br)c2)c2cn(-c3ccccc3Cl)nc12,31,2,5,0.2,25,5,-4,1,0,-25
CCc1ccc(NC(=O)Cc2ccc(-n3cccc3)cc2)cc1,1,6,44,0.1,-19,-1,31,2,0,-7
COCCC(=O)N1CCC(Oc2ccc(C(=O)N3CCCC(CCCO)C3)cc2)CC1 (centres undefined),48,4,11,3.3,-8,-1,-4,6,1,3
N#Cc1cc2cc3c(cc2nc1NCCNC(=S)NCCCN1CCOCC1)OCO3,3,4,3,0.4,2,1,4,-1,3,-25
N#Cc1cnc2cc(-c3ccccc3)nn2c1N,6,-2,0,0.8,8,-3,5,1,-3,-34
CCc1cccc(C)c1N1C(=O)CC(C)(C)CC1=O,2,1,5,-0.3,7,0,-1,-2,-2,14
CC(C)(C)c1ccc(C2(C)NC(=O)N(CC(=O)Nc3ccc4c(c3)OCO4)C2=O)cc1 (centres undefined),-60,1,18,0.0,25,1,0,4,-1,-28
Cn1cnc2cc(NC(=O)c3ccc(Cl)cc3)ccc21,10,-2,29,3.2,-139,3,23,2,0,-160
COc1ccc(C2=NN(C(=O)CSc3nc4ccccc4s3)C(c3ccc(OC)cc3)C2)cc1 (centres undefined),22,6,9,1.5,-22,8,-4,-1,-1,25
NS(=O)(=O)c1cc2c(cc1Cl)NC=NS2(=O)=O,9,0,-17,-0.4,0,0,-7,-1,-3,-3
CCOc1cc(/C=N/NC(=O)C(=O)N/N=C/c2ccc(O)c(OCC)c2)ccc1O,20,-7,0,-14,-3,3,1,-6,-1,-31
COc1ccc(Nc2ncnc3sc(-c4ccccc4)cc23)cc1OC,6,-1,-1,-0.3,12,-1,-4,-4,-2,-14
O=C(OCC(=O)c1cccs1)c1ccc(NC(=O)c2ccco2)cc1,5,0,38,0.8,2,3,17,-2,-1,-14
CCOC(=O)C(Cc1c(F)cccc1Cl)c1ccno1 (centres undefined),-3,3,-9,-0.7,11,-2,-2,1,2,-4
Cc1ccc2cc(NC(=O)Cc3ccccc3)ccc2n1,14,-4,26,2.7,-127,2,12,-1,2,-160
O=C(/C=C/c1ccc(F)cc1)NNC(=O)CCN1CCN(Cc2ccccc2)CC1,10,4,-9,-0.2,-47,4,-1,0,6,11
COC(=O)C1=C(C)N(Cc2cccnc2)C(=O)C1,24,2,-12,0.0,-2,-4,-9,3,-1,-14
Cc1cc(C)n2c(SCC(=O)N3CCN(S(=O)(=O)c4ccc(Cl)cc4)CC3)nnc2n1,20,0,-24,0.7,11,3,-3,0,0,-16
